Bioassay records from PubChem.
HT1080 IDH1KD tx: qHTS for induction of synthetic lethality in tumor cells producing 2HG: qHTS for the HT-1080-IDH1KD cell line. HT-1080 IDH1 knockdown viability, ATP luminescence, 48 h. Potency, µM (top dose mostly 46.1 µM), without a hit: top-dose activity, negative = toxicity, usual class: cytotoxic. actives 2% (n = 360,000);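 further: 0% = DMSO wells and -100% = cell-free medium wells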
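In this qHTS, HT-1080 cells depleted of IDH1 are exposed for 48 h at 37 °C to compound titrations. Toxicity is scored from CellTiter-Glo luminescence, with DMSO as full viability and medium alone as none.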
KB-V1 MDR tox: qHTS assay for MDR1-selective chemotherapeutics: Primary screen using the drug-selected MDR subline cells KB-V1; KB-V1 MDR cells viability, CellTiter-Glo, 72 h; Potency, µM (titrated, usually from 46.1 µM), for the others: at the top dose activity change, negative = cytotoxicity, hits mostly cytotoxic; actives 3.4% (n = 400,000); AID 1347076, 2019; further: on the % scale 0 is the no-effect control and ±100 the full control effect; nearly all actives have a fitted effect of over 60% in size
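KB-V1 cells (P-gp-expressing MDR subline of KB-3-1) in phenol-red-free DMEM with 10% FBS were exposed to library compounds over a concentration series for 72 h at 37 degrees C. Viability read by CellTiter-Glo luminescence; concentration-effect curves fitted after normalization.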
HT1080NT lethal: qHTS for induction of synthetic lethality in tumor cells producing 2HG: qHTS for the HT-1080-NT fibrosarcoma cell line. actives 1.6% (n = 360,000). Potency, µM (highest dose often 46.1 µM), without a hit: at the top dose activity, negative = less viability, actives largely listed as cytotoxic. HT-1080-NT fibrosarcoma viability, CellTiter-Glo ATP luminescence, 48 h;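 further: NT is the 2HG producing partner of a matched IDH1 knockdown line; 0% = DMSO-treated cells and -100% = media-only wells without cells; nearly all actives have a fitted effect of over 55% in size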
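Viability of the 2HG-overproducing fibrosarcoma line after 48 hours of compound exposure at 37 degrees C was determined by luminescence with CellTiter-Glo, and concentration-effect curves were then fitted and categorized.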
HEK293 tox: qHTS of GLP-1 Receptor Inverse Agonists: Cytotox Screen. HEK293 cAMP-luciferase reporter cells, luminescence, 24 h. Potency, µM (titrated, usually from 38.3 µM), inactives show top-dose activity change, negative = inhibition, hits mostly inhibitors. actives 0.13% (n = 410,000);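 further: loss of luciferase light is scored as toxicity; on the % scale 0 is the no-effect control and ±100 the full control effect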
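Step one: seed cells (200 cells/uL, DMEM with 10% Nu serum, 1% pen-strep). Step two: 12-hour incubation at 37 deg C. Step three: pin 23 nL compound, incubate 24 hr. Step four: add luciferase reagent, read luminescence 12 min later.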
KB-3-1 tox: qHTS assay for MDR1-selective chemotherapeutics: Primary screen using the parental adenocarcinoma cell KB-3-1; KB-3-1 viability, CellTiter-Glo ATP luminescence, 72 h; Potency, µM (series often up to 46.1 µM), without a hit: at the highest dose activity change, negative = cytotoxic, hits mostly cytotoxic; actives 1.4% (n = 400,000); further: on the % scale 0 is the no-effect control and ±100 the full control effect; nearly all actives have a fitted effect of over 60% in size
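Viability of parental KB-3-1 cells, measured by CellTiter-Glo luminescence, followed a 72 h incubation at 37 °C with pinned compounds in phenol-red-free DMEM containing 10% FBS.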
GLP-1R inv ag: qHTS of GLP-1 Receptor Inverse Agonists (Inhibition Mode); Glucagon-like peptide 1 receptor (Homo sapiens), P43220; HEK293 GLP-1R CRE-luciferase, luminescence, 24 h; GLP-1R form is constitutively active; Potency, µM (series often up to 38.3 µM), for inactives: at the highest dose activity change, negative = inhibition, actives largely listed as inhibitors; actives 1.6% (n = 410,000); further: on the % scale 0 is the no-effect control and ±100 the full control effect; nearly all actives have a fitted effect of over 55% in size
Target sequence (P43220 whole entry, looked up): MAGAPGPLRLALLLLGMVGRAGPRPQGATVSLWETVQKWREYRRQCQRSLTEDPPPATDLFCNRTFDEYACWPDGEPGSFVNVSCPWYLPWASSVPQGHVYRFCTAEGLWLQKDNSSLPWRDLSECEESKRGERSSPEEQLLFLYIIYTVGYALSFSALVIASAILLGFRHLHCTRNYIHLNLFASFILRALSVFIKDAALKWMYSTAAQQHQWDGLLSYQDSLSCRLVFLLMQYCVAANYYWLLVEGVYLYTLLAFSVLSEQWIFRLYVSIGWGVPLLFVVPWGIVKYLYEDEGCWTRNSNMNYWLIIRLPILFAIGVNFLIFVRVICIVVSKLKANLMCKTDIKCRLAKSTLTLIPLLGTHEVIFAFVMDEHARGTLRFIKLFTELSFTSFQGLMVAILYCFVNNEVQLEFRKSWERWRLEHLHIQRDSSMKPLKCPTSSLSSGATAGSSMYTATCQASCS
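Seeding at 200 cells/uL, 12 h culture, 24 hr compound treatment, then luciferase reagent and a luminescence read; cells are HEK293 stably expressing a constitutively active GLP-1R plus cAMP-responsive luciferase.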
GLP-1R agonist: qHTS of GLP-1 Receptor Agonists | AID 624172, 2012 | Potency, µM (titrated, usually from 45.6 µM), for the others: at the top dose activation, hits mostly activators | actives 0.007% (n = 380,000) | HEK293 GLP-1R CRE-luciferase, luminescence, 4-6 h; cells express a hypersensitive GLP-1R form | Glucagon-like peptide 1 receptor (Homo sapiens), P43220; further: % of control where 0% means no effect
TDP43 rescue: qHTS of TDP-43 Inhibitors; TDP-43 expressing yeast growth rescue, BacTiter-Glo, 24 h; Potency, µM (top dose mostly 46.1 µM), for inactives: at the top dose growth rescue (activation), most hits filed as activators; actives 1.8% (n = 410,000); further: % of control where 0% means no effect; nearly all actives have a fitted effect of over 50% in size
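Readout is BacTiter-Glo luminescence of cell growth, so inhibitors register as activators. TDP-43-expressing yeast at OD600=0.02 in galactose medium, after raffinose pregrowth to mid-log, were incubated with compound for 24 hr at 30 deg C.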
SW480 rereplic: A quantitative high throughput screen for small molecules that induce DNA re-replication in SW480 colon adenocarcinoma cells; SW480 DNA re-replication, Hoechst DNA content imaging, 48 h; Potency, µM (series often up to 46.1 µM), without a hit: at the top dose re-replication activation, actives largely listed as activators; actives 1.8% (n = 340,000); further: % of control where 0% means no effect; nearly all actives have a fitted effect of over 55% in size
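Image-based DNA-content assay: after two days of treatment, nuclei were labelled with the DNA dye Hoechst and imaged, and hits were compounds raising the count of nuclei showing high fluorescence intensity.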
* marks the source's active call; other numbers are inactive results; ? = inconclusive; · = not tested or not shown; & = joins results of further samples; [ ] = remark or other dose. The call rests on the fitted dose curve; in most records, active means well fitted curve in the direction sought with a large enough effect; inconclusive means small, poorly fitted or top-dose-only effect, or another doubt; inactive means no such curve, though single readings can be large; an effect the other way counts as inactive or inconclusive. Potency means the concentration at half of the fitted maximal effect.

Start of the listing, in advance (eight entries):
canonical_smiles | GLP-1R inv ag | HEK293 tox | HT1080 IDH1KD tx | KB-V1 MDR tox | KB-3-1 tox | SW480 rereplic | TDP43 rescue | HT1080NT lethal | GLP-1R agonist
C(=N\Nc1nc(N2CCOCC2)nc(N2CCOCC2)n1)/c1ccncc1 | 16% | 18% | -3% | -5% | 1% | -4% | 20% | 0% | 7%
Cc1ccc(S(=O)(=O)N(C)CC(=O)Nc2cccnc2)cc1 | 17% | -2% | 11% | 0% | 18% | -5% | -10% | 9% | 10%
Cc1cccc(C)c1Nc1c(-c2ccccn2)nc2c(C)cccn12 | 5% | 0% | · | 5% | -7% | · | 0% | · | ·
CCn1c(=NC(=O)CSC(C)=O)sc2cc(F)ccc21 | -3% | 10% | -10% | -6% | 2% | -7% | ? | -10% | -35%[inhibitor]
CC1CCN(c2ccc(NC(=O)c3cccnc3Cl)cc2)CC1 | 3% | 2% | -5% | -22% | -5% | -1% | -5% | -1% | -1%
CCOc1ccc(-c2cc(C(=O)NCc3ccc(OCC)c(OC)c3)[nH]n2)cc1 | 9% | 1% | · | 13% | ? | · | 24% | · | ·
Cc1ccc(N(CC(=O)N2CCOCC2)S(C)(=O)=O)cc1C | -4% | 4% | 6% | 9% | 1% | -9% | 3% | 13% | -9%
COc1ccc(OCCn2cnc3ccccc32)cc1 | ? | 2% | 1% | -12% | -1% | 6% | 11% | 7% | 14%

The listing, repeating the preview:
canonical_smiles | GLP-1R inv ag | HEK293 tox | HT1080 IDH1KD tx | KB-V1 MDR tox | KB-3-1 tox | SW480 rereplic | TDP43 rescue | HT1080NT lethal | GLP-1R agonist
C(=N\Nc1nc(N2CCOCC2)nc(N2CCOCC2)n1)/c1ccncc1 | 16% | 18% | -3% | -5% | 1% | -4% | 20% | 0% | 7%
Cc1ccc(S(=O)(=O)N(C)CC(=O)Nc2cccnc2)cc1 | 17% | -2% | 11% | 0% | 18% | -5% | -10% | 9% | 10%
Cc1cccc(C)c1Nc1c(-c2ccccn2)nc2c(C)cccn12 | 5% | 0% | · | 5% | -7% | · | 0% | · | ·
CCn1c(=NC(=O)CSC(C)=O)sc2cc(F)ccc21 | -3% | 10% | -10% | -6% | 2% | -7% | ? | -10% | -35%[inhibitor]
CC1CCN(c2ccc(NC(=O)c3cccnc3Cl)cc2)CC1 | 3% | 2% | -5% | -22% | -5% | -1% | -5% | -1% | -1%
CCOc1ccc(-c2cc(C(=O)NCc3ccc(OCC)c(OC)c3)[nH]n2)cc1 | 9% | 1% | · | 13% | ? | · | 24% | · | ·
Cc1ccc(N(CC(=O)N2CCOCC2)S(C)(=O)=O)cc1C | -4% | 4% | 6% | 9% | 1% | -9% | 3% | 13% | -9%
COc1ccc(OCCn2cnc3ccccc32)cc1 | ? | 2% | 1% | -12% | -1% | 6% | 11% | 7% | 14%
CCOC(=O)C1(CCSC)NC(c2ccco2)C2C(=O)N(C)C(=O)C21 (stereo not given) | -2% | 7% | -6% | 3% | -1% | -1% | 16% | -2% | -9%
CC(C)CN(CCCNC(=O)c1cc(-c2ccc(Br)s2)nc2ccccc12)CC(C)C | 6% | 1% | · | -3% | 1% | · | 14% | · | ·
Nc1nc2sc3c(c2c(=O)s1)CCCC3 | 0% | -9% | -2%[9.24 µM] | 13% | 4% | · | -63%[inhibitor] | ? | ?
C/C(=N\NC(=O)COc1ccc(C#N)cc1)c1ccc(N2CCOCC2)cc1 | 7% | -2% | 22% | 5% | 8% | 0% | 21% | 17% | 2%
CC(C)C[C@H]1CNC(=S)N1C[C@H]1CCCN1C[C@H](Cc1ccc(O)cc1)N1C[C@H](CC(C)C)N(CCc2ccccc2)C1=S | ? | -17% | -26% | ? | ? | · | 26% | -26% | -4%
CC1CC1C(=O)Nc1nc(-c2ccccn2)cs1 (stereo not given) | ? | ? | -7% | -20% | ? | 16% | 0% | -1% | 12%
C#CC1(O)CC(C)N(C)C(C)C1 (stereo not given) | 0% | 5% | 14% | 4% | 7% | -20% | 0% | 20% | 4%
COc1cccc(/C=N/NC(=O)c2cnccn2)c1OC | 8% | -8% | 5% | 7% | 10% | -67%[inhibitor] | -11% | 2% | 6%
O=C(Nc1ccc(-c2nnc(-c3ccccc3)o2)cc1)C1CCCO1 (stereo not given) | -28% | -8% | 10% | 8.2µM* | ? | 1% | -3% | 5% | -2%
CC(C)C1C(C#N)=C(N)Oc2n[nH]c(C(C)(C)C)c21 (stereo not given) | -10% | -5% | -2% | 18% | 13% | -11% | 5% | -3% | -6%
Nc1ccccc1C(=O)N1CCc2ccccc21 | -5% | -10% | 4% | 0% | -3% | -7% | 25% | 3% | 9%
Cc1ccc(OCCC(=O)NNC(=O)c2ccccc2F)cc1 | 5% | 5% | 12% | 0% | ? | -4% | 11% | 15% | -2%
N#Cc1cnc(NOCc2ccc(Cl)cc2)nc1 | 5% | -3% | -7% | -8% | 0% | -2% | ? | 14% | -6%
Cc1occc1C(=O)NC(C)CCc1ccccc1 (stereo not given) | -25% | 4% | -2% | -5% | 10% | 1% | -43%[inhibitor] | 1% | 3%
O=C(O)c1cc2nc(-c3cccs3)cc(C(F)(F)F)n2n1 | 0% | 21% | 2% | 0% | 18% | ? | -12% | 2% | 3%
COc1ccc(NC(=O)c2sc(=O)n(Cc3ccc(SC)cc3)c2C)cc1OC | -9% | -11% | 6% | ? | 3% | · | 19% | 4% | 12%
COc1cccc(/C=C2/C(=O)NN(c3ccc(F)cc3)C2=O)c1 | ? | -9% | -29% | 9% | -4% | -2% | -7% | -28% | -1%
CSc1nc2c(c(=O)n1-c1ccccc1)SCC2 | 3% | -19% | 4% | 4% | 18% | -1% | -6% | 7% | 1%
O=C(NCCC(=O)N1CCC2(CC1)NCCc1[nH]cnc12)c1cccc(C(F)(F)F)c1 | -11% | -4% | 7% | -11% | 1% | -11% | 10% | 3% | 2%
c1ccc(-c2cc(-c3ccc(N4CCOCC4)cc3)nc3ccccc23)cc1 | 8% | 38%[activator] | 26% | 10% | 22% | 16% | 17% | 17% | 8%
Cc1ccc2[nH]c(=O)c(CC=C(Cl)Cl)c(C)c2c1 | -7% | -2% | 20% | 4% | 7% | -10% | -11%[0.397 µM] | 18% | 12%
CNC(=O)Nc1ccc2nc(C)sc2c1 | 8% | -1% | 5% | -13% | 3% | -4% | 5% | 7% | 5%
Cc1ccc(NC(=O)C(=O)NNC(=O)c2ccccc2C)cc1Cl | 13% | -3% | -22% | 1% | 1% | -3% | -5% | -8% | -26%
Cc1cc(-n2c(C)cc(C(=O)CN3C(=O)NC4(CCCC4)C3=O)c2C)no1 | -13% | -5% | 0% | ? | -5% | 12% | -23% | -5% | 3%
N#Cc1nc(N)nc(N(c2ccccc2)c2ccccc2)n1 | 13µM* | -1% | ? | 8%&-13% | ? | 3%[9.22 µM] | 13% | ? | -4%
NS(=O)(=O)c1ccc(CCNC(=O)c2cncc(Br)c2)cc1 | -5% | -3% | 3% | ? | ? | -5%[9.22 µM] | -1% | -2% | -10%
NC(=O)NC(=O)COC(=O)CCCSc1nc2ccccc2s1 | -13% | 5% | 2% | 4% | 0% | ? | -6% | -4% | 1%
COC(=O)[C@H](C)NC(=O)NCc1ccccc1F | 2% | 14% | 2% | 0% | -6% | 0% | -3% | 0% | -5%
O=c1ccn([C@@H]2O[C@H](CNS(=O)(=O)C3CC3)[C@@H](O)[C@H]2O)c(=O)[nH]1 | 4% | -1% | 6% | -17% | -10% | 2% | 6% | 7% | -5%
CN=C(NC#N)SCC(=O)c1ccc(Cl)cc1Cl | -2% | -3% | 4% | ? | 1% | ? | -8% | 2% | 1%
Cc1cc(Cl)ccc1OCCCC(=O)N1CCN(C)CC1 | -29% | 16% | -4% | -5% | 0% | 0% | 1% | -1% | 24%
COc1ccc(OC)c(CCNC(=O)c2ccccc2NC(=O)C2=C(C)OCCS2)c1 | ? | -3% | -15% | -15% | 0% | ? | -10% | 0% | -3%
CN(C)S(=O)(=O)c1cc(NC(=O)[C@H](Cc2ccccc2)N2C(=O)c3ccccc3C2=O)ccc1Cl | 10% | 11%[1.53 µM] | 3% | 0% | 0% | -3% | 0% | 2% | -14%
CC(=O)N1CCCc2cc(S(=O)(=O)N3CCC(C(=O)NCc4ccc(F)cc4)CC3)ccc21 | 3% | 5% | · | 7% | -3% | · | 0% | · | ·
Cc1ccc(C)c(N(CC(=O)NCCc2ccccc2)C(=O)CCC(=O)Nc2ccccn2)c1 | ? | -16% | -18% | ? | -16% | -1% | 6% | -17% | 10%
O=C1COc2ccc(C(=O)COC(=O)c3ccc(Cl)cc3[N+](=O)[O-])cc2N1 | -6% | 0% | 9% | 21% | 19% | -1% | 7% | 12% | -2%

Only KB-V1 MDR tox and KB-3-1 tox, for two of the compounds above:
mol,KB-V1 MDR tox,KB-3-1 tox
O=C(NCCC(=O)N1CCC2(CC1)NCCc1[nH]cnc12)c1cccc(C(F)(F)F)c1,-11%,1%
c1ccc(-c2cc(-c3ccc(N4CCOCC4)cc3)nc3ccccc23)cc1,10%,22%
